DT40 TDP1 CPT: qHTS for Inhibitors of human tyrosyl-DNA phosphodiesterase 1 (TDP1): qHTS in cells in presence of CPT; chicken DT40 Tdp1-/-;hTDP1 cells + 20 nM CPT, ATP luminescence, 48 h; Potency, µM (titrated, usually from 46.2 µM), for the others: at the top dose activity change, negative = growth inhibition, usual class: inhibitors; 420,000 tested, 12% active; also: nearly all actives have a fitted effect of over 55% in size
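Chicken DT40 Tdp1-/- cells stably complemented with human TDP1 were seeded at 400 cells/well in medium containing 20 nM camptothecin, exposed to pin-transferred compounds, and grown at 37 °C for at least 48 hr. Viability was read as ATP luminescence.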
TDP1 inh: qHTS Assay for Inhibitors of Tyrosyl-DNA Phosphodiesterase (TDP1). Tyrosyl-DNA phosphodiesterase 1 (Homo sapiens), Q9NUW8. 350,000 tested, 0.28% active. Potency, µM (titrated, usually from 130 µM), inactives show at the highest dose activity change, negative = inhibition, most hits filed as inhibitors. recombinant TDP1, AlphaScreen DNA substrate cleavage. AID 485290, 2010; also: nearly all actives have a fitted effect of over 40% in size
Target sequence (Q9NUW8 whole entry, looked up): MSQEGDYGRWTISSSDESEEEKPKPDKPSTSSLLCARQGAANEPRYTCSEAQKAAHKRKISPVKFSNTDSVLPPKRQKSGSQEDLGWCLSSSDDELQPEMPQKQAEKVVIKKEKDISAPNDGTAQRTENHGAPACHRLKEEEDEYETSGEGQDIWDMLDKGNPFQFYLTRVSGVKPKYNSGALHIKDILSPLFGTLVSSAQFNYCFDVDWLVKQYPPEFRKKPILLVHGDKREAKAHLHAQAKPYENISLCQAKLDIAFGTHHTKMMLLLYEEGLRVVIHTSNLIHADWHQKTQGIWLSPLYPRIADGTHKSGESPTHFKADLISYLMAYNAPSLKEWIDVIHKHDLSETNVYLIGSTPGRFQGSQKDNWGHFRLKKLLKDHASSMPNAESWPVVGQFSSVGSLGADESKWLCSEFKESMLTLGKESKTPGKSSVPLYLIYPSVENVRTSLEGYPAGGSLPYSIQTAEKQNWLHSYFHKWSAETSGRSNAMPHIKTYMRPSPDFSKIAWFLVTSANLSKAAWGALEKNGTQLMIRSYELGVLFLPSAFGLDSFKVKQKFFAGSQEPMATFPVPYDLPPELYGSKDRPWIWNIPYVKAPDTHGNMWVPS
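Tdp1 1 nM final; 15 min RT w/ cpd; substrate 15 nM, 5 min; beads 10 ug/ml, 10 min; AlphaScreen read. Neg ctrl: no enzyme.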
TDP1 cell noCPT: qHTS for Inhibitors of human tyrosyl-DNA phosphodiesterase 1 (TDP1): qHTS in cells in absence of CPT; DT40 Tdp1-/- hTDP1 cells, no CPT, ATP luminescence, 48 h; Potency, µM (doses to about 46.2 µM), for inactives: at the top dose activity change, negative = growth inhibition, most hits filed as inhibitors; 420,000 tested, 15% active; also: nearly all actives have a fitted effect of over 55% in size
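Readout: luminescence from CellTiter-Glo after 30 min in the dark at RT. Cells: DT40 Tdp1-/- with stable hTDP1, 400/well. Exposure: compounds alone, ≥48 hr, 37 °C.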
Starred values were filed as active, the others as inactive; ? = inconclusive; / = no result given; & = joins results of further samples; [ ] = another dose, or the depositor's remark. Calls follow the shape of the dose curve; as a rule, active = well fitted curve in the direction sought with a large enough effect; inconclusive = small, poorly fitted or top-dose-only effect, or another doubt; inactive = no such curve, though single readings can be large; an effect the other way counts as inactive or inconclusive. % is scaled to controls: 0 for no effect and ±100 for the full control effect; potency is read from the fitted curve at half-maximal effect. An unsorted share of the library; 18% or so of the library scored in one or more.

SMILES	DT40 TDP1 CPT	TDP1 inh	TDP1 cell noCPT
COC(=O)NC1CC2C=CC1C1C=CC21 (configuration not stated)	-11%	/	-2%
Cc1cc(NC(=O)c2ccc(Cn3nc(C)c(Br)c3C)o2)no1	?	7%	?
O=C(O)CCCNC(=O)Cc1ccccc1	7%	1%	3%
CCOc1ccc(Br)cc1S(=O)(=O)Nc1ccc(Cl)c(S(=O)(=O)N(CC)c2ccccc2)c1	?	6%	?
O=C(c1ccccc1)c1ccc(N2CCOCC2)c(F)c1	-23%	6%	?
Cc1ccc(Nc2ccc(N3CCN(c4ccc([N+](=O)[O-])cc4)CC3)nn2)cc1	13%	-5%	6%
Cc1ccc(C)c(S(=O)(=O)NCC(c2ccco2)S(=O)(=O)c2ccc(F)cc2)c1 (configuration not stated)	1.3µM*	5%	1.2µM*
O=C(CSc1nc2c([nH]c3ccccc32)c(=O)n1-c1ccc(F)cc1)NCc1ccccc1	-26%	1%	-11%
CC1(C(=O)Nc2cnc3ccccc3c2)CCN1Cc1ccc2c(c1)OCCO2 (configuration not stated)	?	/	?
O=C(O)c1ccc(/C=N/N2CCN(c3ccccc3)CC2)cc1	1%	7%	2%

Next section, overlapping the part above by 2 compounds.
SMILES	DT40 TDP1 CPT	TDP1 inh	TDP1 cell noCPT
CC1(C(=O)Nc2cnc3ccccc3c2)CCN1Cc1ccc2c(c1)OCCO2 (configuration not stated)	?	/	?
O=C(O)c1ccc(/C=N/N2CCN(c3ccccc3)CC2)cc1	1%	7%	2%
O=S(=O)(c1ccccc1F)N1CCN(Cc2nc3ccccc3[nH]2)CC1	-26%	5%	-22%
C=CCc1ccc2oc(C(=O)OCC)cc(=O)c2c1O	1%	3%	-15%
O=C(Cc1ccc(NC(=O)C2CCN(C(=O)c3ccccc3)CC2)cc1)Nc1cccc(C(=O)N2CCCC2)c1	-15%	/	-6%
COc1ccc(-c2nonc2NC(=O)c2oc3ccc(F)cc3c2C)cc1OC	?	4%	-19%
CC(C)(C)OC(=O)Nc1ccccc1-n1nnnc1C(C(=O)c1ccc(F)cc1)N1CCN(c2ccccn2)CC1 (configuration not stated)	-2%	/	-26%
Cc1nc2cc(N=NC3=C(O)CCCC3=O)ccc2s1	13%	-13%	-2%
CCc1nnc(SCC(=O)Nc2ccc(F)cc2)o1	1%	2%	20%
COc1ccc(C)cc1S(=O)(=O)Nc1ccc2c(c1)OCO2	11%	4%	-13%
COc1ccc(-c2nc(NCCN(C)C)nc3ccsc23)c(C)c1	?	/	?
Cc1nc(CS(=O)(=O)c2ccccc2)cc(N2CCOCC2)n1	9.2µM*	9%	9.2µM*

In another format: six of the compounds above.
| compound | DT40 TDP1 CPT | TDP1 inh | TDP1 cell noCPT |
| --- | --- | --- | --- |
| CC(C)(C)OC(=O)Nc1ccccc1-n1nnnc1C(C(=O)c1ccc(F)cc1)N1CCN(c2ccccn2)CC1 (configuration not stated) | -2% | / | -26% |
| COc1ccc(C)cc1S(=O)(=O)Nc1ccc2c(c1)OCO2 | 11% | 4% | -13% |
| C=CCc1ccc2oc(C(=O)OCC)cc(=O)c2c1O | 1% | 3% | -15% |
| O=S(=O)(c1ccccc1F)N1CCN(Cc2nc3ccccc3[nH]2)CC1 | -26% | 5% | -22% |
| Cc1nc(CS(=O)(=O)c2ccccc2)cc(N2CCOCC2)n1 | 9.2µM* | 9% | 9.2µM* |
| COc1ccc(-c2nc(NCCN(C)C)nc3ccsc23)c(C)c1 | ? | / | ? |

Later entries.
SMILES	DT40 TDP1 CPT	TDP1 inh	TDP1 cell noCPT
C#CC(CC)(CC)NC(=O)c1ccc(Br)s1	-8%	-3%	-5%
O=C(COC(=O)CCCOc1ccc(Cl)cc1Cl)Nc1cccc(Cl)c1	-23%	1%	-15%
O=C(c1ccccc1)N1CCN(C2CC3CCC2C3)CC1 (configuration not stated)	-3%	0%	-6%
C/C(Nc1cccc(F)c1)=C(/C#N)C(N)=O	-2%	-2%	0%
COc1ccc2cc(-c3[nH]ncc3CN3C[C@@H]4CCC[C@H]3C4)ccc2c1	?	5%	?
CCN(C(=O)COC(=O)CNC(=O)C1CCCCC1)c1ccccc1	4%	-2%	6%
COc1ccc(OC)c(NC(=O)N2CCN(Cc3nc4ccc(C)cc4o3)CC2)c1	?	6%	-2%
COc1ccc(CCNC(=O)c2cnc3sc(N4CCCC4)nn3c2=O)cc1OC	?	6%	23µM*
CC1CC(C)CN(C(=O)C(C)N(C)CC(=O)Nc2ccc(F)cc2)C1 (configuration not stated)	-28%	0%	?
O=C(NCC(c1cccs1)N1CCOCC1)c1cc(S(=O)(=O)N2CCOCC2)c(Cl)cc1Cl (configuration not stated)	-23%	-11%	-4%
O=C(c1noc2c1CCCCC2)N1CCN(C(c2ccccc2)c2ccccc2)CC1	13µM*	/	21µM*
COc1cc(/C=N/NC(=O)CNc2n[nH]c(=O)[nH]c2=O)ccc1O	7%	0%	-1%
COc1cccc(C(=O)CSc2nccn2C)c1	-8%	/	-2%
CCCN(Cc1ccccc1)C(=S)Nc1cccc(C(F)(F)F)c1	?	-5%	?
O=c1cc2nc(-c3ccccc3F)nc(SCc3ccc(Br)cc3)n2[nH]1	18µM*	-11%	12µM*
COc1ccc(S(=O)(=O)NCCc2ccc(F)cc2)cc1	-10%	7%	-11%
Cc1nc(-c2nnc(SCC(=O)Nc3cc(Cl)cc(Cl)c3)n2C)cs1	3%	/	-18%
COc1ccccc1N1CCN(C(c2ccccc2)c2nnnn2CCc2ccccc2)CC1 (configuration not stated)	18µM*	7%	18µM*
CCOC(=O)C1CCN(CCC(=O)Nc2ccc(C)cc2)CC1	?	6%	11%
COc1ccc(CNC(=O)c2cn(Cc3ccccc3OC)c(=O)s2)cc1	-30%	/	-24%
O=C(NCCc1ccccc1)C1CCN(c2ncccn2)CC1	?	1%	-1%
CC(=O)Nc1ccc(N2CCOCC2)c(C(=O)Nc2cccc(C)c2)c1	13µM*	4%	?
COC(=O)CNC(=O)C1CCN(S(=O)(=O)c2cccc3nsnc23)CC1	1%&32%	1%&0%	-10%&-9%
COc1cccc(CN(C)C(=O)CC23CC4CC(CC(C4)C2)C3)c1OC	?	/	?
CC(C)NC(=O)c1ccc2c(=O)n(CC3CCCO3)c(=S)[nH]c2c1 (configuration not stated)	3%	5%	-25%
O=C(CN1CCN(c2ccccn2)CC1)Nc1ccc2ccccc2c1	-21%	8%	-28%
Cc1[nH]n(-c2ccccc2)c(=O)c1C=NC1CCCCCC1	-27%	2%	?
O=C(Nc1cccc(Cl)c1)OCc1cncs1	-25%	4%	?
CCN(CC(=O)Nc1ccc(NC(C)=O)cc1)C(=O)C1CCN(C(=O)c2ccccc2C)CC1	-23%	/	5%
NC1=NC(c2cn(-c3ccccc3)nc2-c2cccs2)n2c(nc3ccccc32)N1 (configuration not stated)	?	12%	-1%
CC(C)CC(=O)Nc1ncnc2c1C(=O)CC(C)(C)C2	-11%	2%	0%
O=C1N2CCSC2=NC1(Nc1ccccn1)C(F)(F)F (configuration not stated)	-13%	5%	-24%
O=C(CNC(=O)c1ccc(Br)o1)Nc1cccc(S(=O)(=O)N2CCCC2)c1	-6%	3%	-19%
O=C(NCCC(=O)N1CCN(S(=O)(=O)c2ccc(F)cc2)CC1)Nc1ccccc1	-22%	2%	3%
Oc1ccc(C(=Nc2ccccc2)c2ccccc2)c(O)c1	1%	/	-15%
COc1ccc2c(c1)OC[C@H]1[C@H]2N2C(=O)CN(Cc3ccccc3)C(=O)[C@@]2(C)[C@H]1c1ccccc1	18µM*	/	?
CCOC(=O)c1ccc(NC(=O)CC(C)n2nc(C)cc2C)cc1 (configuration not stated)	?	5%	?
NNC(=O)c1nc[nH]c1C(=O)Nc1ccccc1	-23%	/	0%
CCN(CC)c1ccc(C(=O)N/N=C(\C)c2cccnc2)cc1	1%	2%	-20%
O=C(Cn1cnc2ccccc21)NCCCN1CCOCC1	6%	1%	-2%
CCn1cc(C(=O)N2CCn3c(nc4ccccc43)C2)c(=O)c2ccc(C)nc21	-1%	3%	-5%
CCC(CC)NC(=O)COn1nnc2ccc(S(=O)(=O)N3CCOCC3)cc21	10%	/	-3%
O=C(CCc1nnc(-c2ccc(-c3ccccc3)cc2)o1)NCCc1ccccn1	?	5%	?
CCCNS(=O)(=O)c1ccc(OCC(=O)Nc2ccc3c(c2)OCCO3)cc1	0%	5%	-8%
COc1cc(OC)nc(Oc2ccc(N)c(C)c2)n1	6%	/	-21%
CC(C)(C)OC(=O)N1CCC2(CC1)Oc1ccc(Cl)cc1C(=O)C21CC(c2ccc(Cl)cc2)=NO1 (configuration not stated)	?	/	?
COCCCNC(=O)CSc1nc2nc(C)c(Cc3ccccc3Cl)c(C)n2n1	?	3%	?
Cc1ccc(F)cc1NC(=O)CSc1n[nH]c(N)n1	0%	0%	1%
Cc1cccc(C(=O)OCC(=O)Nc2c(C)n(C)n(-c3ccccc3)c2=O)c1O	-12%	-1%	8%
N#Cc1ccc(C23CC4(C2)[C@H](CN(Cc2ccc(-c5ccccc5)cc2)[C@@H]4c2ccccc2)C3c2ccccc2)cc1 (some centres not stated)	?	7%&-1%	?

Entries of single compounds from above. Order of values: DT40 TDP1 CPT | TDP1 inh | TDP1 cell noCPT
`CCC(CC)NC(=O)COn1nnc2ccc(S(=O)(=O)N3CCOCC3)cc21` as listed: 10% | / | -3%
`N#Cc1ccc(C23CC4(C2)[C@H](CN(Cc2ccc(-c5ccccc5)cc2)[C@@H]4c2ccccc2)C3c2ccccc2)cc1` (some centres not stated) as listed: ? | 7%&-1% | ?
`CCn1cc(C(=O)N2CCn3c(nc4ccccc43)C2)c(=O)c2ccc(C)nc21` as listed: -1% | 3% | -5%
`COc1cc(OC)nc(Oc2ccc(N)c(C)c2)n1` as listed: 6% | / | -21%
`Cc1ccc(F)cc1NC(=O)CSc1n[nH]c(N)n1` as listed: 0% | 0% | 1%

The list goes on:
SMILES	DT40 TDP1 CPT	TDP1 inh	TDP1 cell noCPT
CC(=O)c1cccc(OCC(O)CNCC2CCCCC2)c1 (configuration not stated)	0%	/	-8%
CC1CN(S(=O)(=O)c2cccc(C(=O)Nc3ccc(N4CCCCC4)cc3)c2)CC(C)O1 (configuration not stated)	1%	/	-13%
C=CCc1c(Cl)nc(C)nc1NCc1ccccc1	?	1%	?
CC(/C=C/c1ccco1)=N/NC(=O)OC(C)(C)C	?	5%	15µM*
O=C(CCNC(=O)N1CC(=O)Nc2ccccc21)NCCc1ccc(Cl)cc1	-15%	/	-8%
CC(C)C[C@@H]1COc2cccc(N3CCN(Cc4ccccc4F)CC3)c2S(=O)(=O)N1	?	/	?
CC(C)C(OC(=O)c1cccs1)C(=O)NCCc1ccccc1 (configuration not stated)	-10%	7%	-15%
COc1cccc(NC(=O)NC2CC(=O)N(c3ccc4c(c3)OCCO4)C2)c1 (configuration not stated)	0%	4%	-25%
CC(=O)Nc1ccc(S(=O)(=O)NCC2CCC(C(=O)N3CCCCCC3)CC2)cc1 (configuration not stated)	?	3%	?
Cc1ccc(-c2noc(CN3CCN(C(c4ccccc4)c4ccccc4)CC3)n2)cc1	?	2%	?
CC(C)c1ccc(-n2cccc2/C=C2/C(=N)N3C=CSC3=NC2=O)cc1	?	8%	?
O=C(NCc1ccccc1)c1cc(C2COCCN2C(=O)c2ccc(Cl)cc2)on1 (configuration not stated)	-3%	/	-29%
CCOCCCNC(=S)N1CCN(c2nc(-c3ccc(F)cc3)cs2)CC1	?	/	?
COc1ccc(S(=O)(=O)Nc2ccccc2-c2nnn(CC(=O)Nc3ccccc3OC)n2)cc1	6.5µM*	3%	8.2µM*
O=S(=O)(Nc1cccc(S(=O)(=O)N2CCCC2)c1)c1ccc(Cl)s1	-17%	-2%[56.1 µM]	-6%
CC(C(=O)NCc1ccccc1Cl)n1ccc2cc(S(=O)(=O)N3CCCCC3)ccc21 (configuration not stated)	16µM*	6%	16µM*
CCSc1nnc2ccc(-c3ccco3)nn12	-1%	-2%	1%
N#CC12C(N)=NC3(OCCO3)C1(C#N)C1=C(CCC1)NC2c1ccccc1 (configuration not stated)	-18%	3%	-3%
CCOc1ccc(N(CC(=O)NCCc2ccccc2)C(=O)c2csnn2)cc1	-17%	/	1%
O=C(CSc1nnc(-c2ccco2)o1)c1ccccc1Cl	-13%	0%	18%
O=C(O)C1C2C=CC(O2)C1C(=O)NC1CCCc2ccccc21 (configuration not stated)	-4%	-5%	-19%
CCOC(=O)C1(Cc2cccc(OC)c2)CCN(Cc2cccc3cnccc23)CC1	18µM*	5%	?
CCN1CCN(S(=O)(=O)c2cc(C)c(OC)cc2C)CC1	1%	-6%	-10%

Screens: PubChem BioAssay, National Center for Advancing Translational Sciences (NCATS)
